# SSB-PriA inh – inhibitors of Klebsiella pneumoniae PriA binding to SSB C-terminal tail | AlphaScreen SSBct-PriA binding, biotinylated peptide | inhibition, % at 33 µM | 0.6% of 430,000 active | AID 1272365; in the data active = inhibition mostly above about 37%, no sharp cut-off; inactive = mostly below about 20%;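 also: plate controls were negative control peptide for no effect and reference peptide for full effect; strong numbers were not always called active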
# PfHsp40 rescue – rescue of PfHsp40-mediated yeast toxicity; growth rescue, % at 12.5 µM; 0.68% of 340,000 active; S. cerevisiae expressing PfHsp40, growth rescue, ATP luminescence; AID 504582; in the data active = growth rescue above about 28%, passing the limit was not always enough; inconclusive = no clear call, values can overlap the other calls;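 also: yeast W303a lacking pdr1 and pdr3 grown in galactose medium; growth measured after three days at 30 °C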
# Anthrax LF inh2 – inhibitors of Bacillus anthracis lethal factor protease. P15917. multiplex microsphere protease cleavage assay, LF. inhibition, % at 10 µM. 0.12% of 360,000 active. AID 588501; also: plate controls were buffer without enzyme for full effect and enzyme alone for no effect
# TcdB inh – TcdB glycohydrolase inhibition; P18177; inhibition, % at 9.99 µM; 0.24% of 350,000 active; TcdB glycohydrolase enzymatic assay, plate reader; in the data active = inhibition above about 10%
# Y pestis TopoI – Y. pestis Topo-I inhibition via cleavage products. Y. pestis Topo-I cleavage product accumulation, plate reader. activity, % at 10 µM. 0.064% of 360,000 active. AID 504884; in the data active = activity above about 50%, passing the limit was not always enough; inconclusive = no clear call, values can overlap the other calls; also: inactives centre near 2
# 3CLpro inhibitor – SARS-CoV 3CLpro protease inhibition. recombinant SARS-CoV 3CLpro, quenched FRET peptide cleavage. inhibition, % at 6 µM. AID 1706. 0.14% of 290,000 active; in the data active = inhibition above about 12%
# BoNT-A LC inh2 – inhibitors of Botulinum neurotoxin A light chain protease; multiplex microsphere protease substrate cleavage, flow cytometry; 0.17% of 360,000 active; inhibition, % at 10 µM; also: plate controls were buffer without enzyme for full effect and enzyme alone for no effect
# BH1578 lux ind – inducers of Vibrio cholerae quorum light production without autoinducers. V. cholerae BH1578 lux reporter, luminescence, 6 h. activation, % at 18.7 µM. 0.16% of 350,000 active; in the data active = activation mostly above about 9.7%, no sharp cut-off; inconclusive = no clear call, values can overlap the other calls; inactive = mostly below about 3.7%; also: not every result past the cut was called active; inactives centre near 0; reference of the scale not given here
# PrPC surface inh – cell surface PrPC inhibition, primary TR-FRET screen; 0.43% of 370,000 active; P04156; TR-FRET read-out; inhibition, % at 13.8 µM; in the data active = inhibition above about 24%; also: 0% = median of the test wells and 100% = reference compound wells
# Active calls of the source: *; i = inactive; ? = inconclusive; nt = not tested or not shown; & = joins results of further samples. Rule as the data show it, unless noted: active = inhibition above about 30%; inconclusive = no clear call, values can overlap the other calls; inactive = below that.
compound	SSB-PriA inh	PfHsp40 rescue	Anthrax LF inh2	TcdB inh	Y pestis TopoI	3CLpro inhibitor	BoNT-A LC inh2	BH1578 lux ind	PrPC surface inh
COc1cccc2cc(C(=O)NCCC3=CCCCC3)c(=O)oc12	5	-0.3	1	1.3	12	7	-0.1	-0.3	0
O=C(CCCN1CCOCC1)c1ccc2c(c1)OCCO2	2	-0.9	0	nt	10	1	-0.5	-12	-7
CC(C)c1ccc(C(C(=O)NC2CCCCC2)N(C(=O)c2ccccn2)c2cccnc2)cc1 (stereo unspecified)	-13	nt	1	2.7	8	2	0.5	-0.7	-3
CC(C)(C)n1nnnc1C(c1cc2ccccc2o1)N(Cc1ccccc1)Cc1ccccc1 (stereo unspecified)	nt	nt	-3	1.6	nt	nt	0.5	nt	5
CCOc1ccc(CN2CCNC(=O)C2CC(=O)NCCc2ccccn2)cc1 (stereo unspecified)	-4	4.8	0	0.3	9	-3	-1.4	-0.6	-5
COc1ccc(C(O)c2nccn2C)cc1 (stereo unspecified)	-5	-1.8	-3	nt	-4	-3	-0.3	-0.4	5
Cc1cc(C)c2c(N)c(C(=O)Nc3c(C)n(C)n(-c4ccccc4)c3=O)sc2n1	-11	0.3	4	-1.5	6	3	-1.5	-0.8	-12
CCCCNS(=O)(=O)c1cc(-c2nn(C)c(=O)c3ccccc23)ccc1C	-15	-0.3	13	1.8	19	-1	1.1	-0.9	13
CS(=O)(=O)N(Cc1ccc(C(=O)NCCSCc2ccco2)cc1)c1ccccc1	3	0.1	-9	nt	37	-5	1.2	0.3	9
O=C(Nc1cccnc1)c1cc2c(s1)-c1ccccc1OC2	-25	5.3	1	-11	2	5	1.9	-0.3	-7
C=CCNC(=S)/N=c1/ccccn1C	nt	1.9	10	0.6	1	1	?	i	3
CN(C)c1nc(NCc2ccccc2)nc(SCC(N)=O)n1	-7	-0.9	-2	1.5	12	-2	-0.8	i	4
Cc1ccc(C2=NC(=O)/C(=C/c3cc(O)c(O)c(Br)c3)S2)cc1	30	6.6	-15	-2.2	-2	6	-1.0	i	-8
C=CCNc1nc(-c2c(C)nc3ncccn23)cs1	6	1.3	4	0.7	0	-1	-5.0	-0.6	6
CCc1ccc2c(CN3CCN(S(=O)(=O)c4ccccc4F)CC3)cc(=O)oc2c1	-7	0.5	-3	1.6	1	nt	1.0	i	2
Cc1cc(NNC(=O)c2cccc(C(F)(F)F)c2)nc2c1c(C)nn2C	-9	0.1	1	-0.4	1	2	0.5	-0.3	9
COC(=O)[C@]1(C)N[C@H](CN(C)S(=O)(=O)c2ccc(-c3ccccc3)cc2)[C@@H]2C(=O)N(Cc3ccccc3)C(=O)[C@@H]21	-6	7.7	-5	1.3	27	nt	0.5	i	-3
COCCNC(=O)C1(C)CCCN(Cc2cc(-c3ccccc3)on2)C1 (stereo unspecified)	nt	nt	-4	1.4	6	nt	0.3	-0.2	4
Cc1cccc(-n2ncc3c(NCCN4CCOCC4)ncnc32)c1	-13	0.0	-5	nt	1	-2	-0.2	i	5
O=C(C[n+]1ccncc1)c1ccccc1	4	0.3	-10	1.0	-7	-3	-2.2	0.0	4
CCc1c(C)nc(N2CCN(Cc3ccccc3)CC2)[nH]c1=O	-28	0.6	-4	nt	6	-1	0.7	i	-6
COCc1cc(C)nc(SCC(=O)Nc2ccc3c(c2)OCO3)c1C#N	-14	0.6	-1	nt	12	-6	0.4	i	5
OCC1OC(n2cnc3c(/C=C(\O)c4ccccc4)ncnc32)C(O)C1O (stereo unspecified)	-2	-0.5	0	-1.5	-10	nt	0.8	-1.1	-5
CCc1ccc(C(=O)Nc2nc(C)cs2)s1	-3	-0.6	0	1.0	14	5	0.2	i	11
CCOc1ccc(OCC(=O)Nc2cc(Cl)ccc2-n2cncn2)cc1	nt	nt	-2	0.1	-7	nt	-0.3	0.0	-9
CCOC(=O)c1sc(NC(=O)/C=C/c2c(F)cccc2Cl)nc1C	-1	1.6	0	-0.3	1	-2	0.8	-0.2	-2
COC(=O)C1=C(C)NC(=S)NC1c1ccc(OCC(=O)N2CCCCC2)c(OC)c1 (stereo unspecified)	-4	1.3	2	0.4	7	-4	0.3	-1.6	0
CC(C)NC(=S)NNC(=O)C12CC3CC(CC(C3)C1)C2	-5	-1.6	-3	nt	-9	-1	?	i	-2
COc1cc(-c2noc(C)n2)cc(OC)c1OC	-8	-0.3	nt	0.5	3	2	nt	0.9	-7
O=C(Nc1c(C(=O)N2CCC(N3CCCCC3)CC2)oc2ccccc12)c1ccc(F)cc1	2	0.1	0	-0.2	-13	-3	0.6	0.5	-4
CN(CC(=O)Nc1ccccc1Cl)C(=O)COC(=O)c1ccc(Cl)nc1	-3	0.0	4	1.7	4	nt	2.3	-3.7	-4
O=C(O)c1ccccc1C(=O)Nc1nccs1	6	-0.7	-7	nt	-7	2	2.7	-0.3	-4
Cn1cnnc1SCC(=O)Nc1ccccc1Oc1ccccc1	2	1.3	-3	0.7	2	4	-0.4	0.2	4
O=[N+]([O-])c1cc(S(=O)(=O)Nc2ccccc2)ccc1-n1nnc2ccccc21	23	0.6	-2	nt	-12	5	-0.3	-0.4	1
CCOC(=O)c1nn(-c2ccccc2C)c2nc(Nc3ccccc3)cc(=O)n12	4	-1.0	0	nt	35	2	-1.0	-0.7	-6
O=C(Nc1cc(S(=O)(=O)N2CCOCC2)ccc1Cl)c1ccc(=O)[nH]c1	5	1.1	-2	0.8	-3	nt	1.4	3.7	6
CC1CCCCN1C(=O)CSc1nc2cc3c(cc2c(=O)n1Cc1ccc2c(c1)OCO2)OCO3 (stereo unspecified)	-9	0.8	1	nt	-1	0	?	-1.7	4
O=C(NCCN1C(=O)S/C(=C\c2cccnc2)C1=O)c1cc(S(=O)(=O)N2CCOCC2)ccc1F	1	-1.6	3	0.9	11	2	0.5	-0.5	11
Cn1cccc1C(=O)NC1CCCCC1	-10	0.2	-1	0.3	4	nt	-0.1	i	3
CSc1cccc(NC(=O)/C=C/c2cccc(Cl)c2)c1	-15	245*	1	-0.1	-12	1	0.1	-0.2	16
O=C(O)C1CCC(CNCc2ccccc2Cl)CC1 (stereo unspecified)	1	-0.3	-1	1.0	-9	1	1.0	-0.3	3
Cc1ccc(-n2c(N)c(C(=O)N3CCN(C)CC3)sc2=S)cc1	0	-0.4	-3	nt	2	2	-0.8	7.1	-19
O=C(C1=C[C@H](c2csc3ccccc23)C[C@H](OCc2ccc(CO)cc2)O1)N1CCN(Cc2ccccc2)CC1	16	3.0	8	-2.5	0	-2	0.3	-0.5	0
C=CCN(CC=C)CCOc1ccc2ccccc2c1	-16	-0.4	2	0.9	31	5	0.4	-0.3	1
O=C(Cc1ccccc1)Nc1c[nH]c(=O)[nH]c1=O	5	-1.0	3	nt	-3	4	0.2	-0.2	1
COc1ccc(-c2nc(-c3cccnc3)no2)cc1OC	-6	1.9	12	1.6	-3	-1	-2.6	-1.1	8
COc1ccc(N2CCN(Cc3cc(=O)oc4ccc(Cl)cc34)CC2)cc1	-1	-0.5	2	nt	-2	4	-0.6	i	4
Cc1cc(NC(=S)N(CCCN2CCN(C)CC2)Cc2ccco2)ccc1Cl	1	-1.1	-2	-0.9	-12	0	-0.5	i	-4

# Ordered by number of heavy atoms (smallest number first): three of the compounds above
compound	SSB-PriA inh	PfHsp40 rescue	Anthrax LF inh2	TcdB inh	Y pestis TopoI	3CLpro inhibitor	BoNT-A LC inh2	BH1578 lux ind	PrPC surface inh
Cn1cccc1C(=O)NC1CCCCC1	-10	0.2	-1	0.3	4	nt	-0.1	i	3
O=C(O)C1CCC(CNCc2ccccc2Cl)CC1 (stereo unspecified)	1	-0.3	-1	1.0	-9	1	1.0	-0.3	3
CSc1cccc(NC(=O)/C=C/c2cccc(Cl)c2)c1	-15	245*	1	-0.1	-12	1	0.1	-0.2	16

# (next part)
compound	SSB-PriA inh	PfHsp40 rescue	Anthrax LF inh2	TcdB inh	Y pestis TopoI	3CLpro inhibitor	BoNT-A LC inh2	BH1578 lux ind	PrPC surface inh
CCn1c(SCC(=O)NNC(=O)Cc2ccccc2)nnc1-c1ccccc1	7	-0.1	-4	nt	5	0	-0.8	0.4	4
Cc1cccc(OCC(=O)NCC(c2cccs2)N2CCOCC2)c1 (stereo unspecified)	-3	1.0	nt	0.9	5	nt	nt	i	-3
Cc1ccc2[nH]c(C(=O)N3CCC(C(N)=O)CC3)cc2c1	-3	-2.4	-7	1.2	4	2	2.4	-0.7	2
Cc1cccc(CSc2nnc(N)n2-c2ccccc2)c1	-1	-0.8	-7	nt	10	3	-1.2	0.3	-3
Cc1cccc2cc(COC(=O)C3CCCCC3)c(=O)[nH]c12	0	0.5	-2	nt	1	-1	-1.7	5.6	4
C/C(=N\Nc1ccccn1)c1ccc2c(c1)OCO2	nt	-0.7	-3	0.5	1	-4	-2.4	-0.4	-9
COc1ccc(N2CCN(S(=O)(=O)Cc3ccccc3)CC2)cc1	-8	0.7	-1	nt	-12	2	0.4	-0.3	5
O=c1[nH]c(/C=C\c2cccc(F)c2)nc(O)c1[N+](=O)[O-]	-14	2.7	-5	1.5	4	5	-0.4	2.1	-10
COC(=O)c1c(C)[nH]c(C(=O)COC(=O)c2c(C)noc2C)c1C	-3	-0.8	-2	0.9	-11	nt	-0.5	i	-2
Cc1cc(=O)n(Cc2ccc(OC(C)C)cc2)c(=S)[nH]1	-8	-0.7	-6	-0.7	4	1	-0.1	i	9
COc1ccccc1NC(=O)C(=O)NCC1CCCN1S(=O)(=O)c1cccs1 (stereo unspecified)	-17	2.6	-3	1.3	3	nt	-1.6	i	-7
COc1ccccc1CN=c1c([N+](=O)[O-])nn(-c2ccc3c(c2)OCCO3)n1O	31	-0.4	1	0.6	15	-1	-0.2	-0.2	-32
CCN(CC)C(=O)[C@H]1CC(CC(=O)NCCCn2ccnc2)C(=O)N2CCc3c([nH]c4ccccc34)[C@]12C (stereo partly specified)	-8	0.9	3	0.8	-2	nt	-0.4	-0.2	-6
CC(=O)c1cccc(S(=O)(=O)N2CCn3cccc3C2C)c1 (stereo unspecified)	-8	0.9	-5	0.9	0	nt	1.2	i	-3
COc1ccc(NCc2cc3ccccc3[nH]c2=O)cc1	24	2.0	1	nt	5	-1	2.3	i	-4
COc1ccc(C(=O)N(C)C(C)c2ccon2)cc1OC1CCN(C(C)C)CC1 (stereo unspecified)	-1	0.2	-4	0.1	-10	-1	2.6	-0.6	-8
CSc1nncc(/C(C)=N\Nc2ccccc2)n1	nt	-0.9	-4	nt	2	-4	0.1	-1.0	-8
O=C(O)c1ccc2oc(=O)c(S(=O)(=O)c3ccc(F)cc3)cc2c1	-4	1.4	4	0.6	-2	1	-4.7	-0.4	5
CC(C)CNC(=O)C1CCN(S(=O)(=O)c2ccc(-n3cnnn3)cc2)CC1	-3	-0.3	-3	0.5	-5	1	-0.7	-0.8	3
COc1ccccc1CNC(=O)C1CCCN1S(=O)(=O)c1cccc2cccnc12 (stereo unspecified)	-6	0.8	-9	1.7	16	-3	-1.5	-0.2	3
Cc1cc(C)c(S(=O)(=O)N2CCN(C(=O)CN3C(=O)NC4(CCCC4)C3=O)CC2)c(C)c1	-7	-0.5	-3	-5.9	-2	-2	0.1	1.0	-1
O=C(NCCCNC(=O)c1cc(Cl)ccc1Cl)c1ccccn1	-7	-1.1	3	0.6	8	-5	-2.6	-0.2	1
CCOc1cc(C(=O)Nc2cc(C)on2)cc(OCC)c1OCC	-10	0.6	-7	nt	-6	5	0.0	-9.1	-3
NC(=O)c1cc([N+](=O)[O-])ccc1NCc1cnccn1	10	1.2	-8	-13	3	nt	-1.0	i	-5
Cc1cc(NC(=O)CSc2nc(N)c(NC(=O)c3ccccc3)c(=O)[nH]2)no1	-14&-10	-1.2	-3	0.8	4	5	0.2	-0.3	-2
CC(=O)Nc1ccc(NCc2ccc(-c3ccccc3)cc2)cc1	16	-0.5	0	2.0	2	nt	-0.7	-0.6	13

# Source: PubChem (several laboratories)

# These rows are one share of the data, so the mix of outcomes need not match the whole.
